Screening data: PubChem, several laboratories
PPARg SRC1 recr = PPARgamma agonists recruiting SRC-1 coactivator, primary screen, biochemical. Peroxisome proliferator-activated receptor gamma (Homo sapiens), P37231. PPARgamma-SRC-1 coactivator recruitment biochemical assay. activation, % at 8 µM. hit rate 0.41% among 200,000; in the data active = activation above about 19%;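 note: 0% = DMSO and 100% = reference agonist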
Redox H2O2 prof = compounds producing H2O2 with reducing agent – biochemical, NIH compound library profiling, artefact control for MLSCN library redox annotation, primary screen. DTT-dependent redox cycling H2O2, phenol red/HRP absorbance; 100% = 100 µM peroxide control, 0% = buffer. activation, % at 10 µM. hit rate 0.03% among 200,000. AID 878, 2007;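 active = activation of at least 50% relative to the plate's high and low controls in the primary single-dose screen; inactive = activation below 50%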;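 note: compound incubated with DTT at 0.8 mM final as the reducing agent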
RAM network inh = inhibitors of the yeast RAM network, primary screen, dse1pr::URA3 reporter, 5-FOA selection; hit rate 1.8% among 190,000; S. cerevisiae dse1pr::URA3 reporter, 5-FOA growth OD615, 2 d; analog-sensitive cbk1-as2 kinase mutant strain; inhibition, % at 50 µM;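 active = inhibition above a set limit, 3 SD over mean compound inhibition, cut at about 8.4% in these data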;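 note: 0% = DMSO-only wells with no growth and 100% = 10 µM 1-NA-PP1 full growth; inhibition rescues growth on 5-FOA so higher OD means more RAM inhibition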
S1P3 antag = S1P3 receptor antagonists, primary screen, cell-based; Sphingosine 1-phosphate receptor 3 (Homo sapiens), Q99500; CHO S1P3 NFAT-BLA reporter, FRET fluorescence, antagonist mode; inhibition, % at 4.98 µM; hit rate 0.27% among 170,000;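 active = inhibition above the plate cutoff, the mean inhibition of test wells on that plate plus 3 SD, cut at about 28% in these data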;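 note: cells challenged with S1P at its EC80 of 0.8 µM; blue over green emission ratio from cleaved BLA substrate after 4 h stimulation; 0% = S1P-stimulated wells and 100% = unstimulated DMSO-only wells; some compounds past the cut are filed as inactive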
Target sequence (Q99500 whole entry, looked up): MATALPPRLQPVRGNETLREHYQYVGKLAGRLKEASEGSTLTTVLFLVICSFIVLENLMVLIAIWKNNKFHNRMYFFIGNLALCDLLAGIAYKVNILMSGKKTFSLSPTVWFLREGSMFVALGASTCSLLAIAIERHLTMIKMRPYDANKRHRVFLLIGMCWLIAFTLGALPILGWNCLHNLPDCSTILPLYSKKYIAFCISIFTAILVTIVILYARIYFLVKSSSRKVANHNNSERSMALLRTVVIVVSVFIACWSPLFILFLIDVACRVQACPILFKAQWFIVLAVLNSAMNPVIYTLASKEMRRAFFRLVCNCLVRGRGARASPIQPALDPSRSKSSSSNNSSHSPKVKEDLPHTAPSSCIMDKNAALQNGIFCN
L major viab = Leishmania major promastigote growth inhibition, primary screen | Leishmania major promastigotes, resazurin fluorescence viability | inhibition, % at 10 µM | hit rate 9% among 200,000; in the data active = inhibition above about 50%;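 note: promastigotes grown with compound for 44 hours at 28 °C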
HMGR II inh = inhibitors of E. faecalis class II HMGR, primary screen, biochemical, Enterococcus faecalis | HMG-CoA reductase (Enterococcus faecalis, mvaE) | purified E. faecalis HMGR, NADPH absorbance 340 nm kinetic | inhibition, % at 10 µM | hit rate 0.41% among 190,000;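 active = inhibition above a set limit, the median over all tested compounds plus 3 SD, cut at about 9.5% in these data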;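 note: enzyme runs in reverse so mevalonate oxidation gives rising NADPH absorbance; 0% = complete reaction with DMSO and 100% = background rate lacking mevalonate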
PPARg SRC-3 ag = PPARgamma agonists recruiting SRC-3 coactivator, primary screen, biochemical; AID 731, 2007; hit rate 0.26% among 200,000; biochemical PPARgamma/SRC-3 coactivator recruitment assay; activation, % at 8 µM; in the data active = activation above about 23%;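 note: 0% = DMSO and 100% = reference agonist; some compounds past the cut are filed as inactive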
SRC2 TRFRET art = TR-FRET signal artefacts, primary screen, artefact control for PPARgamma SRC-2 agonist project, biochemical; TR-FRET artefact counter-screen; hits give high values; TR-FRET ratio at 8 µM; hit rate 0.4% among 200,000; AID 1049, 2008; in the data active = TR-FRET ratio above about 2000; note: inactives centre near 1500
bIAP inh = bovine intestinal alkaline phosphatase inhibitors, primary screen, selectivity assay for TNAP inhibitor project, biochemical, bovine IAP, CDP-star luminescence; AID 1019, 2008; 190,000 tested, under 10 active; purified bovine IAP, 30 min; inhibition, % at 20 µM; alkaline phosphatase, intestinal [Bos taurus];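 active = over 50% inhibition of intestinal alkaline phosphatase at 20 µM in the single-dose screen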
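Assay system – bovine IAP enzyme · Quantity – bovine IAP at 1/65,000,000 final dilution · Detection – CDP-star luminescence signal · Times – 30 min reaction at room temperature · Also added – CDP-star substrate at 30 µM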
ROMK mod = ROMK potassium channel modulators, primary screen, cell-based, thallium flux, MLSMR library | B-score at 10 µM | Tet-inducible ROMK, thallium flux fluorescence; actives lie on both sides | hit rate 2% among 130,000 | ATP-sensitive inward rectifier potassium channel 1 (Homo sapiens), P48048 | AID 1918, 2009;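 active = signal ratio slope over the read window, or its plate-corrected B-score, at least 3 SD from the plate mean, either direction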;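 note: B-score of the F/F0 ratio slope over 7 to 12 s after thallium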
Target sequence (P48048 whole entry, looked up): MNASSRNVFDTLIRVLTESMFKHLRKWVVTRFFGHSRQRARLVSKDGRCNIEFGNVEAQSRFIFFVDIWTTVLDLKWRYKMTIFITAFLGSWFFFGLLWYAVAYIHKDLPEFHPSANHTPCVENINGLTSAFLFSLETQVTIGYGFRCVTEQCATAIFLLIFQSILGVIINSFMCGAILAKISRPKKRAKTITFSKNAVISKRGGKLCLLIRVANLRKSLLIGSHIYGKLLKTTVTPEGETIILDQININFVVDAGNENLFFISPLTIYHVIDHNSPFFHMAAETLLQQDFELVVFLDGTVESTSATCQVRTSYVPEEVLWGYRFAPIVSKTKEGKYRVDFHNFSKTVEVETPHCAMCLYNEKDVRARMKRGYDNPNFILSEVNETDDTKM
PPARg SRC2 recr = agonists of PPARg-SRC-2 recruitment, primary screen, biochemical, HTS; PPARgamma LBD-SRC-2 recruitment; activation, % at 8 µM; Peroxisome proliferator-activated receptor gamma (Homo sapiens), P37231; hit rate 0.34% among 200,000; in the data active = activation above about 22%;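 note: 0% = vehicle and 100% = reference agonist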
The depositor's hits bear a star; / = not tested or not shown; & = joins results of further samples.

Sample of the layout (2 entries):
Structure | PPARg SRC1 recr | Redox H2O2 prof | RAM network inh | S1P3 antag | L major viab | HMGR II inh | PPARg SRC-3 ag | SRC2 TRFRET art | bIAP inh | ROMK mod | PPARg SRC2 recr
CC(C)(C)n1nnnc1CN1CCN2CCCC2C1 (stereo not drawn) | -4 | 1.1 | 1.5 | / | -4 | -11 | 5 | 1753 | 2 | / | 9
CCOC(=O)c1c(/N=C/c2cccc([N+](=O)[O-])c2O)sc(C)c1C | 10 | -1.0 | -0.4 | 15 | 17 | -7 | 4 | 1882 | 14 | / | 0

The listing, from the first entry:
Structure | PPARg SRC1 recr | Redox H2O2 prof | RAM network inh | S1P3 antag | L major viab | HMGR II inh | PPARg SRC-3 ag | SRC2 TRFRET art | bIAP inh | ROMK mod | PPARg SRC2 recr
CC(C)(C)n1nnnc1CN1CCN2CCCC2C1 (stereo not drawn) | -4 | 1.1 | 1.5 | / | -4 | -11 | 5 | 1753 | 2 | / | 9
CCOC(=O)c1c(/N=C/c2cccc([N+](=O)[O-])c2O)sc(C)c1C | 10 | -1.0 | -0.4 | 15 | 17 | -7 | 4 | 1882 | 14 | / | 0
COc1ccc(OCC(=O)Nc2ccc(C)cc2)cc1 | -2 | -1.3 | -1.2 | -7 | -4 | -13 | 4 | 1584 | 13 | -0.023 | -1
O=C(CSc1nccn1-c1ccccc1)N1CCc2ccccc21 | -2 | -0.3 | 1.4 | 13 | 8 | -6 | -1 | 1310 | 6 | 0.39 | -4
CCOc1ccc(NC(=O)N2CCCC2C(=O)NCC2CCCO2)cc1 (stereo not drawn) | 3 | 0.6 | 2.1 | -3 | -6 | -3 | 1 | 1550 | -2 | 0.16 | -4
COc1cccc(-c2noc(CCCC(=O)Nc3ccc(C(N)=O)cc3)n2)c1 | 12 | 1.6 | 2.2 | -15 | -2 | -1 | 2 | 1806 | 6 | -0.27 | 2
Cc1cccc(N2C(=O)CC(NNc3nc4ccccc4s3)C2=O)c1 (stereo not drawn) | -10 | 0.2 | 3.1 | 6 | -5 | -6 | -2 | 1489 | -10 | / | -5
O=C(OCCN1C(=O)c2ccccc2C1=O)c1cc(S(=O)(=O)N2CCOCC2)ccc1F | -3 | 1.3 | 1.2 | 25 | 0 | 2 | 5 | 1447 | 5 | / | -5
CCOC(=O)N1CCN(C(=S)NC2CCCCC2)CC1 | 5 | 0.1 | 0.4 | -5 | -7 | 1 | 8 | 1606 | 7 | / | 5
OCCOCCOc1ccc(-c2nn[nH]n2)cc1 | 5 | 0.2 | 2.9 | 11 | -6 | -3 | 1 | 1607 | -14 | 0.012 | 0
N#C/C(=C/c1cn(CC(=O)O)c2ccccc12)C(=O)Nc1ccccc1 | 2 | -0.7 | 0.4 | -5 | 3 | 2 | 0 | 1696 | 3 | 0.66 | 9
CCCCC(=O)Nc1nnn(CCC)n1 | -2 | -0.5 | -0.3 | -14 | -10 | -1 | -2 | 1680 | 9 | 0.51 | 18
CCC(OC(=O)c1cc2sccc2n1C)C(=O)NCc1ccco1 (stereo not drawn) | 31* | 1.5 | 1.8 | 19 | -3 | -7 | 14 | 1504 | -1 | / | 10
CCOc1ccc(NC(=O)N2CCC(n3c(=O)[nH]c4ccccc43)CC2)cc1 | / | -3.0 | 0.6 | -3 | 6 | 0 | / | / | -20 | / | /
Cc1nc2ccc(S(=O)(=O)Nc3cccc(-c4nc5cccnc5s4)c3C)cc2s1 | -4 | 0.6 | 4.7 | -3 | -8 | -3 | 3 | 1241 | -13 | -2.1 | -7
COCc1cc(=O)n2[nH]c(-c3cccc(Br)c3)cc2n1 | 2 | 0.1 | 2.1 | 8 | 100* | -2 | -3 | 1734 | 9 | 0.12 | 7
COC(=O)N/N=C(\C)c1ccc(OC(F)F)cc1OC(F)F | 2 | 0.2 | 1.0 | 7 | -4 | 0 | 4 | 1533 | 11 | / | 4
C=CCNC(=S)N1CCc2c([nH]c3ccccc23)C1C (stereo not drawn) | -2 | 0.0 | -0.5 | 9 | -2 | -3 | -3 | 1376 | 2 | -0.57 | -7
Cn1c(SCCOc2ccccc2Cl)nnc1-c1ccncc1 | 3 | 0.3 | 1.0 | -16 | -2 | 1 | 3 | 1467 | 17 | / | -4
CNc1nc(SCC(=O)OC)nc(N2CCOCC2)n1 | -5 | -0.9 | 1.7 | / | -7 | -3 | -8 | 1516 | -1 | / | 1
C/C(=N\Nc1ccc([N+](=O)[O-])cc1)c1ccc(N)cc1 | 0 | 0.4 | -1.6 | 4 | 5 | -4 | -4 | 1649 | 19 | / | -10
CC(C)CNS(=O)(=O)c1ccc(S(=O)(=O)N2CCCN(Cc3ccccc3)C2)cc1 | -6 | 1.6 | -0.1 | -18 | -1 | -6 | -2 | 1477 | 1 | / | -9
COCc1nnc(NC(=O)CCSc2ccccc2)s1 | -2 | -0.2 | -0.1 | / | -10 | -1 | 12 | 1502 | 7 | -0.0059 | 4
CC(=O)N1CCc2ccccc2C1CC(=O)O (stereo not drawn) | 9 | -1.1 | -0.2 | -41 | -2 | -6 | 9 | 1555 | -6 | -0.31 | 8
O=C(NCCc1ccccc1)C1CCCN(S(=O)(=O)c2cccc3nonc23)C1 (stereo not drawn) | -1 | -0.2 | 2.6 | / | -5 | -2 | 4 | 1571 | 17 | -0.82 | -1
CC1CCCC(C)N1NC(=O)c1cccc(S(=O)(=O)N2CCc3ccccc32)c1 (stereo not drawn) | 1 | -1.1 | 4.0 | 4 | 21 | -2 | -1 | 1646 | -14 | -0.52 | -2
O=C(Oc1ccccc1N1C(=O)C2CCCCC2C1=O)c1ccccc1 (stereo not drawn) | 6 | -3.7 | 0.4 | / | -1 | -14 | 0 | 1585 | -5 | / | 4
COc1cccc(-c2nnc(SCCC(=O)O)n2C)c1 | -1 | 3.1 | 1.5 | 5 | 4 | -1 | 0 | 1484 | -8 | 0.44 | -4
FC(F)(F)c1cc(-c2ccco2)nc(NCc2ccco2)n1 | 2 | 4.0 | 1.6 | / | 6 | -2 | 3 | 1649 | 8 | / | 15
Cn1cnnc1SCC(=O)Nc1sc2c(c1C(N)=O)CCC2 | -8 | -5.4 | 1.0 | -20 | -4 | 2 | 2 | 1531 | 1 | -0.74 | -2
Cc1ccc(-n2ncc3c(NCCCN4CCCC4=O)ncnc32)c(C)c1 | -7 | 0.1 | 0.0 | -3 | -4 | -4 | 1 | 1354 | -33 | 0.15&-0.044 | 2
COc1ccc(OC)c(NC(=O)CCNC(=O)Cn2cnc3ccccc3c2=O)c1 | -1 | 1.7 | 0.3 | 0 | -3 | -2 | 1 | 1654 | -5 | -0.94 | 2
O=C(NC1CC1)c1cc2c(s1)CS(=O)(=O)C2 | -7 | 0.9 | -1.9 | 9 | -2 | -7 | -5 | 1397 | -11 | 0.45 | -4
O=C(Nc1nccs1)c1ccc(Cl)cc1[N+](=O)[O-] | 12 | 1.5 | 1.5 | / | -5 | -2 | 12 | 1609 | 2 | 0.078 | 6
CCOc1c(S(=O)(=O)N2CCCC2)ccc(Cl)c1Cl | 4 | 0.3 | 0.7 | 2 | 9 | -8 | -5 | 1570 | -5 | / | 2
O=C(Nc1nnc(Cc2ccc(Cl)cc2)s1)c1ccco1 | 3 | 0.3 | 2.4 | / | -3 | 1 | -3 | 1516 | 12 | -0.14 | 6
COc1ccc([N+](=O)[O-])cc1NC(=O)c1cn(-c2ccc(C)c(C)c2)c(=O)c2ccccc12 | -3 | 0.6 | 4.7 | 0 | -2 | 0 | 0 | 1404 | 6 | 0.012 | -2
Cc1ccc(S(=O)(=O)CCc2ccccn2)cc1 | 3 | 0.6 | 1.3 | -44 | -6 | 0 | -11 | 1515 | 16 | 0.077 | 14
CC(=O)N1c2c(cc(Br)cc2S(=O)(=O)NCc2ccc3c(c2)OCO3)CC1C (stereo not drawn) | 6 | -0.5 | 2.0 | / | -10 | 0 | -1 | 1615 | 22 | / | -2
Cc1cc(C(F)F)n2ncc(C(=O)N3CCc4ccccc4C3)c2n1 | 3 | 0.6 | -0.3 | -2 | -5 | 0 | 9 | 1485 | -2 | / | 7
CSc1n[nH]c(NC2=CC(=O)CCC2)n1 | -1 | 0.7 | 0.0 | -24 | 5 | -7 | 4 | 1522 | -8 | 0.79 | 6
CC(=O)Nc1sc2c(c1C(c1cccc(F)c1)N1CCN(CCO)CC1)CCCC2 (stereo not drawn) | 0 | -1.8 | -0.2 | -14 | 19 | 2 | -2 | 1425 | -13 | -1.1 | 2
COc1ccc(NC(=O)OCCn2c([N+](=O)[O-])cnc2C)cc1 | 8 | -0.1 | 1.7 | 3 | 54* | -1 | -2 | 1538 | 0 | / | -5
CC(C)(C)NCCOCCOc1ccc(Cl)cc1C(C)(C)C | 11 | -0.1 | 1.1 | 11 | 91* | -5 | 3 | 1868 | -2 | 0.054 | -1
Cc1cc(C)nc(NS(=O)(=O)c2ccc(NC(=O)c3cccc(N4C(=O)CCC4=O)c3)cc2)n1 | 2 | -0.1 | 4.0 | -2 | -7 | -5 | 1 | 1640 | 8 | 0.63 | 2
COc1ccc(NS(=O)(=O)c2ccc(S(=O)(=O)N(C)C)cc2)cc1S(N)(=O)=O | 4 | -2.4 | 0.7 | 7 | -5 | -6 | 4 | 1858 | -7 | 0.093 | 10
COc1ccc2cc(CN(CCc3ccccc3)Cc3nnnn3CC3CCCO3)c(=O)[nH]c2c1 (stereo not drawn) | -7 | -0.6 | 0.6 | -11 | 100* | -3 | -11 | 1286 | -17 | -1.5 | 9
Cc1nc2c(C)cccc2cc1C(=O)N/N=C/c1cccc([N+](=O)[O-])c1 | 4 | -0.2 | 2.5 | 5 | 1 | -10 | 4 | 1649 | 9 | / | 7
COc1ccc(-c2nc3c4ccccc4ccn3c2CN2CCCCC2)cc1 | 6 | 0.8 | 0.8 | 18 | 100* | -2 | 1 | 1569 | 7 | 0.25 | 7
CCOC(=O)/C(N=Nc1cc(C(=O)O)cc(C(=O)O)c1)=C(\O)CCl | -8 | 0.7 | 0.0 | 1 | 50* | -5 | 2 | 1434 | 8 | 1.2 | -5
